# High-throughput results from PubChem.
# NS5 inhibitors – flavivirus cap methylation enzyme inhibition – biochemical, confirmation dose response, primary screen (AID 588689) | Dengue-2 NS5 methyltransferase capping enzyme assay, biochemical; higher % means a stronger effect | one-dose inhibition, % at 25 µM; IC50 in µM for titrated hits | actives 0.3% (n = 340,000); in the data active = a potency from the dose series
# HIV peptide binding – inhibitors of HIV fusion peptide binding, primary screen, biochemical, uHTS, fluorescence dequenching (AID 1986); cell-free peptide binding, fluorescence dequenching, 30 min; higher % means a stronger effect; inhibition, % at 20 µM; hits with a dose series show IC50 in µM; actives 0.3% (n = 290,000); in the data active = inhibition mostly above about 52%, no sharp cut-off; inactive = mostly below about 76%; note: some results filed as inactive read as strong as hits
# GPR55 LPI antagonism – inhibition of LPI-stimulated GPR55 beta-arrestin translocation – imaging, U2OS, beta-arrestin-GFP, LPI agonist, primary screen (AID 2013). inhibition, % at 10 µM, or IC50 in µM where a hit was titrated. U2OS GPR55 beta-arrestin-GFP translocation imaging, LPI antagonism; higher % means a stronger effect. actives 0.13% (n = 290,000);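 active = spots per cell inhibited over 60%, with over 100 cells counted and total cytoplasm intensity under 500,000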;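 note: U2OS cells stably carrying GPR55 and arrestin-GFP stimulated by 5 µM LPI near EC80; imaged beta-arrestin-GFP aggregate spots per cell after agonist stimulation; plate controls were LPI-stimulated DMSO wells for no effect and DMSO wells without LPI for full effect; some results filed as inactive read as strong as hits; confirmed hits need IC50 under 10 µM and bright autofluorescent wells are also inconclusive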
# Siah-1 displacement – blockers of Siah-1 interaction with plectin peptide – biochemical, fluorescence polarization, rhodamine-plectin, uHTS, primary screen (AID 1817); Siah-1 / rhodamine-plectin peptide fluorescence polarization; higher % means a stronger effect; one-dose displacement, % at 20 µM; IC50 in µM for titrated hits; actives 0.02% (n = 290,000);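 active = displacement of at least 50% at 20 µM, with a fluorescence ratio check between 0.3 and a set limit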;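 note: plate controls were Siah plus tracer with DMSO for no effect and tracer alone without Siah for full effect; strong numbers were not always called active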
# NTR1 agonist – agonists of NTR1, primary screen, imaging, U2OS cells, beta-arrestin-GFP, high content (AID 493036) | P30989 | NTR1-U2OS beta-arrestin-GFP spot imaging, agonist mode | activation, % at 20 µM | actives 0.17% (n = 330,000);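 active = activation at or above 40% of the spot to cytoplasm intensity ratio, with at least 20 cells analyzed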;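 note: 0% = DMSO without peptide and 100% = 100 nM NTR1 peptide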
# Target sequence (P30989 whole entry, looked up): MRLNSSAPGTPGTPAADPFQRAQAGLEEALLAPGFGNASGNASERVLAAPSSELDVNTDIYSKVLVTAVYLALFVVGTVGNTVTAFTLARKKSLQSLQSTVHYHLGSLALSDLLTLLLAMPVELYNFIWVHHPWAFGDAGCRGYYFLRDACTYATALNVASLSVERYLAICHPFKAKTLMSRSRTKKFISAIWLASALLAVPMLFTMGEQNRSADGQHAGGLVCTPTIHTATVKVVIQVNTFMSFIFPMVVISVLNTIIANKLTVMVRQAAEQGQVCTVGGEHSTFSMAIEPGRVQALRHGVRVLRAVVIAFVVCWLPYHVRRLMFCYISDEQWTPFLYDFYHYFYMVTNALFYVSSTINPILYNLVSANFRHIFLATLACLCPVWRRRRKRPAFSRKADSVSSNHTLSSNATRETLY
# GPR35 arrestin U2OS – GPR35 antagonists blocking zaprinast-driven arrestin recruitment, primary screen, imaging, U2OS, beta-arrestin-GFP, zaprinast agonist (AID 2058); U2OS GPR35 beta-arrestin-GFP translocation imaging, zaprinast antagonism; higher % means a stronger effect; inhibition, % at 10 µM, or IC50 in µM where a hit was titrated; actives 0.052% (n = 290,000);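 active = inhibition of at least 50% with at least 30 cells and total cytoplasm GFP at most 10,000,000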
# GPR55 beta-arrestin – selective activators of receptor GPR55 – imaging, U2OS cells, beta-arrestin-GFP redistribution, primary screen (AID 1961); U2OS GPR55 beta-arrestin-GFP redistribution imaging; higher % means a stronger effect; one-dose activation, % at 10 µM; EC50 in µM for titrated hits; actives 0.048% (n = 290,000);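 active = activation above 40% with more than 50 cells counted in the well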;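 note: U2OS osteosarcoma cells stably expressing GPR55 and beta-arrestin-GFP; plate controls were DMSO negative control for no effect and LPI positive control for full effect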
# K1F lysis inhibition – inhibition of K1F phage lysis, E. coli UTI89, bacterial capsule biogenesis inhibitors, alamar blue (AID 488966) | actives 0.02% (n = 340,000) | E. coli UTI89 K1F phage lysis, alamar blue, 2 h; higher % means a stronger effect | inhibition, % at 100 µM; hits with a dose series show IC50 in µM;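 active = phage lysis inhibition, versus mean bacterial control, above a set limit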;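 note: capsule biogenesis inhibitors block K1F phage lysis so surviving cells raise fluorescence; higher fluorescence means more inhibition of phage lysis; actives were called in the ten point dose series up to 300 µM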
# AID2073 – disruptors of CaV2.2 binding to Mint1 – biochemical, HTRF (AID 2073); HTRF protein-protein interaction, Mint1-CaV2.2; higher % means a stronger effect; one-dose inhibition, % at 20 µM; IC50 in µM for titrated hits; actives 0.19% (n = 290,000); in the data active = inhibition mostly above about 51%, no sharp cut-off; note: some results filed as inactive read as strong as hits
# NTR1 agonist cell count 20 µM – second read-out of NTR1 agonist, no call of its own (marks repeat the call); cell count; measured here: cell count, cytotoxicity flag
# NS5 inhibitors pilot replicate – also measured in NS5 inhibitors; calls as there; inhibition, %; measured here: pilot screen replicate inhibition
# The depositor's hits bear a star; . = no result given; [ ] = dose if it differs, or a comment.
SMILES,NS5 inhibitors,HIV peptide binding,GPR55 LPI antagonism,Siah-1 displacement,NTR1 agonist,NTR1 agonist cell count 20 µM,GPR35 arrestin U2OS,GPR55 beta-arrestin,K1F lysis inhibition,AID2073,others
COc1ccc2c(c1)-c1nc(/N=C/c3ccc(O)c(OC)c3)sc1CC2,27%,13%,0%,1%,.,.,2%,0.5%,1.7%,-16%,
COCCCNC(=S)N1CCN(S(C)(=O)=O)CC1,0%,-1.5%,3%,2%,2.2,74,0%,-0.3%,-3.6%,-9%,
Oc1[nH]c(=S)sc1/C=C1\C(c2ccccc2)=Nc2ccccc21,-65%,21%,7%,41%,.,.,16%,0.5%,3.3%,1%,
O=C(CN(c1ccc2c(c1)OCCO2)S(=O)(=O)c1ccccc1)NCc1ccc(Cl)cc1,-5%,-1.8%,4%,5%,6.9,65,4%,-0.4%,0.0%,5%,
COC(=O)C1=C(C)Nc2ncnn2C1c1ccco1 (stereo unspecified),-5%,1.6%,4%,8%,-0.4,35,8%,-0.1%,0.0%,8%,
C[C@@H](NC(=O)C1(c2ccccc2)CCN(C(=O)OC(C)(C)C)CC1)C(=O)N[C@@H](C(=O)O)c1ccccc1,-7%,1.2%,-5%,-1%,1.5,92,-2%,-0.1%,1.1%,-6%,
O=C(c1cccc(N2C(=O)C3C4C=CC(C4)C3C2=O)c1)N1CCN(c2ccccc2Cl)CC1 (stereo unspecified),-2%,-1.9%,-2%,-3%,1.2,55,3%,-0.1%,0.2%,5%,
Cc1ccc(C2(CCNCc3ccc(N(C)C)cc3)CCOC(C(C)C)C2)cc1 (stereo unspecified),-1%,0.6%,28%,3%,19,48,-2%,-0.1%,2.8%,11%,
CCC(NC(=O)c1ccccc1NC(=O)c1ccccc1)C(=O)O (stereo unspecified),-4%,-0.3%,-6%,-4%,-0.7,37,8%,0.0%,0.3%,10%,
CC1Cc2ccccc2N1C1=NS(=O)(=O)c2ccccc21 (stereo unspecified),1%,0.1%,0%,0%,3.4,46,17%,0.2%,4.9%,-2%,
CCC1(CC)Cc2ccccc2C(=C(C#N)C#N)N1,-3%,0.7%,14%,6%,-0.4,82,-8%,-0.3%,0.2%,4%,
CC(/C=N\NC(=O)CN1CCN(S(=O)(=O)c2ccc(C)cc2)CC1)=C\c1ccccc1,-8%,1.8%,-2%,3%,.,.,-21%,-0.1%,11%,8%,
COc1ccc(NC(=O)CN2CCC(NC(=O)c3ccco3)CC2)c([N+](=O)[O-])c1,-1%,0.4%,-4%,15%,1.8,71,3%,0.3%,0.0%,0%,
O=C(O)C1CCN(c2nc(-c3ccccc3)c3cc(Br)ccc3n2)CC1,10%,16%,-12%,3%,0.7,87,-5%,-0.3%,0.0%,34%,
CC(C)NCC(O)COCc1ccc(Cl)cc1 (stereo unspecified),-8%,0.4%,0%,6%,-0.7,57,-5%,0.7%,-0.1%,6%,
O=C(CSc1nn(-c2ccc(F)cc2)c(=S)s1)NCC1CCCO1 (stereo unspecified),-13%,3.1%,4%,8%,2.5,46,6%,-0.2%,0.1%,10%,
CCCCN(C)C(=O)c1nc2ccccn2c1CNC1CCC1,-3%,-1.3%,7%,-5%,0.9,30,-6%,0.2%,-0.8%,3%,
O=C1NCCN(Cc2ccc(-c3ccccc3)cc2)C1CC(=O)N1CCN(CCO)CC1 (stereo unspecified),4%,2.1%,0%,0%,0.2,53,17%,-0.2%,-0.5%,-3%,
COc1ccc(CNc2nc3c(c(=O)n(Cc4ccc(F)cc4)c(=O)n3C)n2C)cc1,-7%,-1.5%,-4%,-1%,11,96,11%,-0.1%,0.2%,4%,
COc1cccc(/C(C)=N/NC(=O)c2ccc(N(C)C)cc2)c1,-3%,-1.1%,8%,2%,-0.8,41,7%,-0.1%,0.8%,-6%,
O=C(NC(=S)N1CCCCC1c1cccnc1)c1ccccc1 (stereo unspecified),1%,0.8%,1%,-6%,-0.8,74,-4%,-0.2%,2.5%,-23%,
COCCNC(=S)NNC(=O)c1cccs1,-5%,-1.0%,4%,8%,-0.3,36,9%,-0.1%,0.3%,-7%,
CCCCN(C)S(=O)(=O)c1cc2c3c(c1)CCC(=O)N3CCC2,9%,-1.9%,-5%,3%,2.5,70,12%,-0.1%,1.4%,9%,
CCOc1ccc(NC(=O)CSc2nnnn2-c2ccc(C(N)=O)cc2)cc1,-1%,3.2%,2%,4%,1.4,82,2%,-0.1%,0.2%,19%,
Cc1[nH]nc2c1C(c1ccsc1)C1=C(CC(C)(C)CC1=O)N2 (stereo unspecified),-1%,-1.3%,-7%,-5%,-2.5,92,20%,0.1%,-0.5%,9%,
COc1ccc(NC(=O)C2CCCN(c3c4c(nc5ncnn35)CCC4)C2)cc1OC (stereo unspecified),-5%,5.9%,20%,-4%,1.4,74,3%,0.2%,-1.2%,2%,
CCN(CC)c1ccc(NC(=O)COC(=O)C23CCC(=O)N2c2ccccc2S3)cc1 (stereo unspecified),19%,-3.1%,-11%,-2%,-2.2,94,2%,0.3%,-0.1%,-67%,
COc1ccc(-c2nc(C3CCCCC3)no2)cc1OC,-2%,-0.4%,-4%,0%,2.6,58,15%,-0.1%,1.4%,-4%,
CC(=O)N1C=CN(C(C)=O)C(c2cn(C)c3ccccc23)C1c1cn(C)c2ccccc12 (stereo unspecified),-3%,-1.4%,3%,2%,0.1,53,9%,0.2%,0.4%,-3%,
Cn1c(C(=O)N2CCCC(C(=O)O)C2)cc2sccc21 (stereo unspecified),-6%,1.1%,14%,-4%,-0.2,59,2%,-0.1%,-0.4%,-2%,
CN(C(=O)c1cc(COc2ccc(F)c(F)c2)on1)C1CCOC1 (stereo unspecified),1%,-1.0%,10%,8%,-0.6,87,-8%,0.1%,0.1%,1%,
N#C/C(=C\c1ccc(-c2ccccc2C(=O)O)o1)c1nc2ccccc2[nH]1,11%,29%,4%,8%,-1.5,75,5%,0.3%,0.1%,10%,
O=C(CNC(=O)c1ccncc1)N/N=C/c1ccc(O)cc1O,-1%,4.6%,6%,13%,0.0,63,8%,1.5%,0.2%,9%,
C/C(=N\NC(=O)CNc1cccc(C)c1)c1ccc(Br)s1,-6%,-3.1%,14%,5%,19,74,6%,-0.6%,0.1%,1%,
CN1CCNC(=O)C1CC(=O)NCC1(c2ccccc2)CCCCC1 (stereo unspecified),6%,-0.9%,-7%,-3%,0.2,74,0%,0.3%,0.1%,6%,
CCn1nnc2cc(C(=O)NCC(c3ccccc3OC)N(C)C)ccc21 (stereo unspecified),-10%,-2.0%,11%,-6%,-0.2,47,12%,0.4%,0.4%,13%,
Cc1cccc2nc(CSc3ccc(Cl)cc3)cn12,-4%,0.7%,-15%,1%,-1.9,59,-14%,-0.1%,0.5%,-5%,
O=C(CNC(=S)N(Cc1ccccc1)Cc1ccccc1F)NCCc1ccccc1,-2%,-0.1%,21%,-6%,2.0,55,1%,-0.2%,-0.1%,-19%,
COc1cccc(C2C(C(=O)Nc3ccc(C)cc3C)=C(C)Nc3ncnn32)c1OC (stereo unspecified),-8%,0.2%,32%,2%,-0.5,95,-2%,-0.1%,0.4%,14%,NS5 inhibitors pilot replicate=-0.9
O=C(COC(=O)/C=C/c1ccco1)Nc1ncc(Cl)cc1Cl,-2%,23%,2%,12%,0.0,60,2%,-0.2%,-0.2%,16%,

# Three compounds from above, ordered by number of heavy atoms, rising.
SMILES,NS5 inhibitors,HIV peptide binding,GPR55 LPI antagonism,Siah-1 displacement,NTR1 agonist,NTR1 agonist cell count 20 µM,GPR35 arrestin U2OS,GPR55 beta-arrestin,K1F lysis inhibition,AID2073,others
O=C(CNC(=O)c1ccncc1)N/N=C/c1ccc(O)cc1O,-1%,4.6%,6%,13%,0.0,63,8%,1.5%,0.2%,9%,
CCn1nnc2cc(C(=O)NCC(c3ccccc3OC)N(C)C)ccc21 (stereo unspecified),-10%,-2.0%,11%,-6%,-0.2,47,12%,0.4%,0.4%,13%,
O=C(CNC(=S)N(Cc1ccccc1)Cc1ccccc1F)NCCc1ccccc1,-2%,-0.1%,21%,-6%,2.0,55,1%,-0.2%,-0.1%,-19%,

# Next compounds.
SMILES,NS5 inhibitors,HIV peptide binding,GPR55 LPI antagonism,Siah-1 displacement,NTR1 agonist,NTR1 agonist cell count 20 µM,GPR35 arrestin U2OS,GPR55 beta-arrestin,K1F lysis inhibition,AID2073,others
COCCNC(=O)Cn1nc(Cc2ccncc2)c2ccccc2c1=O,-9%,0.3%,9%,6%,-1.2,38,-4%,0.3%,0.2%,12%,
O=C(O)CSc1nnc2n(-c3ccccc3)c(=O)c3ccccc3n12,-3%,-0.1%,1%,-1%,-0.8,37,11%,0.2%,0.1%,4%,
CCOCCCNC(=O)C(c1ccc(Cl)cc1)N(Cc1cccs1)C(=O)CNC(C)=O (stereo unspecified),-10%,-0.3%,12%,-5%,1.0,56,19%,-0.4%,1.9%[50 µM],-1%,
C=CCNC(=O)c1ccc(N(Cc2ccccc2)S(C)(=O)=O)cc1,-4%,0.0%,11%,-3%,1.7,63,5%,0.3%,0.7%,5%,
O=C(Nc1nnc(SCCC2OCCO2)s1)C1CC(=O)N(c2ccccc2)C1 (stereo unspecified),-4%,2.9%,-11%,-6%,1.1,59,2%,-0.1%,1.3%[50 µM],-1%,
Cc1ccccc1NC(=O)CSC1=C(C#N)C(c2ccsc2)CC(=O)N1 (stereo unspecified),-9%,0.2%,0%,9%,1.9,51,-1%,-0.2%,0.2%,-15%,

# Filtered by structure: those above with a COOH group.
SMILES,NS5 inhibitors,HIV peptide binding,GPR55 LPI antagonism,Siah-1 displacement,NTR1 agonist,NTR1 agonist cell count 20 µM,GPR35 arrestin U2OS,GPR55 beta-arrestin,K1F lysis inhibition,AID2073,others
C[C@@H](NC(=O)C1(c2ccccc2)CCN(C(=O)OC(C)(C)C)CC1)C(=O)N[C@@H](C(=O)O)c1ccccc1,-7%,1.2%,-5%,-1%,1.5,92,-2%,-0.1%,1.1%,-6%,
CCC(NC(=O)c1ccccc1NC(=O)c1ccccc1)C(=O)O (stereo unspecified),-4%,-0.3%,-6%,-4%,-0.7,37,8%,0.0%,0.3%,10%,
O=C(O)C1CCN(c2nc(-c3ccccc3)c3cc(Br)ccc3n2)CC1,10%,16%,-12%,3%,0.7,87,-5%,-0.3%,0.0%,34%,
Cn1c(C(=O)N2CCCC(C(=O)O)C2)cc2sccc21 (stereo unspecified),-6%,1.1%,14%,-4%,-0.2,59,2%,-0.1%,-0.4%,-2%,
N#C/C(=C\c1ccc(-c2ccccc2C(=O)O)o1)c1nc2ccccc2[nH]1,11%,29%,4%,8%,-1.5,75,5%,0.3%,0.1%,10%,
O=C(O)CSc1nnc2n(-c3ccccc3)c(=O)c3ccccc3n12,-3%,-0.1%,1%,-1%,-0.8,37,11%,0.2%,0.1%,4%,
